Screening results as filed in PubChem.
F508del corr: F508del CFTR correction, initial screen, CFBE line, single point; CFBE cells, YFP halide quenching; stimulated with forskolin plus potentiator P3; % fluorescence drop versus neutral controls; activity (quench increase), % at 7.58 µM; 0.36% of 350,000 active; AID 720511, 2013;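 active = mean added fluorescence quench of at least 8% versus neutral control, with both replicates also reaching 8%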;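 also: cells transiently co-express mutant CFTR-F508del with the halide-sensitive YFP; corrector assay measuring rescue of mutant channel to the surface after 24 h compound exposure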
INS-1E GSIS act: GLuc luminescence reporter in INS-1E cells, primary screen for activators of glucose-dependent secretion of insulin. activation, % at 16.6 µM. INS-1E GLuc reporter insulin secretion, 2-3 h. 0.61% of 370,000 active. AID 743287, 2014;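 active = lowest replicate activation of at least 40%, so every replicate reaches that level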;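 also: 0% = median of neutral control wells and 100% = median of IBMX positive control wells; some compounds called inactive have numbers as strong as hits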
esBAF inh: Bmi1 luciferase reporter increase in mESCs, primary screen, esBAF inhibitor project, mouse ES cells, Bmi1 luciferase knock-in, single point; reporter increase, % at 12.5 µM; 2% of 350,000 active; 24 h; 100% = twice the neutral-well signal; in the data active = activation above about 40%;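 also: 0% = median of the plate's neutral control wells and 100% = double that signal; a rise in the Bmi1 reporter signal indicates esBAF inhibition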
RAD54 branch: inhibitors of human RAD54 branch migration, primary screen, biochemical, fluorescence, single point; 0.14% of 360,000 active; AID 602329, 2012; DNA repair and recombination protein RAD54-like (Homo sapiens), Q92698; inhibition, % at 10.4 µM; RAD54 Holliday junction branch migration, FAM/BHQ fluorescence;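 active = mean normalized replicate activity at least 40 and at least half of replicates scoring 40 or more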;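 also: 0% = median of neutral control wells and 100% = median of positive control wells; inhibitors cause a drop in the FAM fluorescence signal; in these data hits start at about 50%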
Target sequence (Q92698 whole entry, looked up): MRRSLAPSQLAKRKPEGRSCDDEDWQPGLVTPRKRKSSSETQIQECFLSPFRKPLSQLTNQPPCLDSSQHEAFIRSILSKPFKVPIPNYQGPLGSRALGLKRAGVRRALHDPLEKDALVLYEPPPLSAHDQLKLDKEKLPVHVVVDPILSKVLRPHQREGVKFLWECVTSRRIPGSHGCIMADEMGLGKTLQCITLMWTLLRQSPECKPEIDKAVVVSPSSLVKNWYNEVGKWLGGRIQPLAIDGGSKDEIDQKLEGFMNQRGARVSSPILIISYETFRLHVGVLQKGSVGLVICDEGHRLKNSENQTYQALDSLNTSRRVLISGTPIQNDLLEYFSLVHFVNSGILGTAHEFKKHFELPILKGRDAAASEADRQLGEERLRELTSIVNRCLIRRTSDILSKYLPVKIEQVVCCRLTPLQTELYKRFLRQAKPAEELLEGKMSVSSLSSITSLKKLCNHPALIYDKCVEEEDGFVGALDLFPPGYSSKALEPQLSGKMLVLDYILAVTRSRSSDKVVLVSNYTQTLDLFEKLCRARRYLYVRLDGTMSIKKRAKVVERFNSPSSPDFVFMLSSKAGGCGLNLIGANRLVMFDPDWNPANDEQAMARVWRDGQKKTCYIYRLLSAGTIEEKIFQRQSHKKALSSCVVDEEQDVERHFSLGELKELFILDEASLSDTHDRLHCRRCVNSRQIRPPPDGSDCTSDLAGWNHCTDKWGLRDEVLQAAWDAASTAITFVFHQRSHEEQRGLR
ERAP1 HTS inh: human ERAP1 aminopeptidase inhibitors, primary screen, biochemical, single point, plate reader; inhibition, % at 10.7 µM; 0.15% of 340,000 active; recombinant ERAP1, Leu-AMC fluorescence, 60 min;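 active = mean replicate inhibition of at least 30%, or all replicates individually reaching that 30% level; inactive = mean below 30% and not every replicate reaching it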;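 also: 0% = neutral control wells and 100% = L-leucinethiol positive control wells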
Xi reactivation: activators of inactive X chromosome reactivation, primary screen, imaging, XiGFP fibroblasts, GFP high-content imaging, set 2 | 0.055% of 360,000 active | XiGFP mouse fibroblasts, % GFP-positive cells imaging, 3 d; cells co-treated with 5-aza-dC sensitizer; scaled so ellipticine positive control = 100% | activation, % at 7.58 µM;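 active = mean normalized replicate activation at least 10% and every replicate at or above 10%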;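 also: 0% = median of on-plate neutral control wells and 100% = ellipticine 6 µM median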
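System: 68-5-11 XiGFP fibroblast line; Timing: 3 days compound exposure; Compound dosing: one concentration, pinned; Benchmarks: positive control ellipticine, 6 µM final; Buffer or medium: DMEM containing 5-aza-dC.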
RAD52 anneal inh: RAD52 DNA annealing inhibitors, primary screen, biochemical, FRET, single point, set 2 | DNA repair protein RAD52 homolog (Homo sapiens), P43351 | recombinant RAD52 DNA annealing, FRET fluorescence | inhibition, % at 18.7 µM | 0.46% of 360,000 active | AID 651710, 2012;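 active = every replicate showing at least 50% inhibition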
ARNT-TACC3 inh: disruptors of ARNT/TACC3 protein interaction, primary screen, biochemical, AlphaScreen, single concentration; 0.66% of 390,000 active; Transforming acidic coiled-coil-containing protein 3 (Homo sapiens), Q9Y6A5; inhibition, % at 9.99 µM; AlphaScreen His-ARNT PAS-B/GST-TACC3 binding, luminescence; TACC3 fragment carries E629A point mutation;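 active = mean inhibition of replicates at least 50% and at least half of replicates each reaching 50%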;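 also: 0% = complete ARNT plus TACC3 wells and 100% = ARNT alone without TACC3; many hits fall short of the cut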
* hit, by the source's call; . = not tested or not shown.

SMILES	F508del corr	INS-1E GSIS act	esBAF inh	RAD54 branch	ERAP1 HTS inh	Xi reactivation	RAD52 anneal inh	ARNT-TACC3 inh
Cc1ccc(OCCOCCN2CCN(C)CC2)c([N+](=O)[O-])c1	-1.9	7	.	.	-5	0.1	-10	.
Cc1ccc(N2C(=O)CC(Sc3cccs3)C2=O)cc1 (stereo not given)	0.0	-11	-9	.	.	0.1	2	-7
CSc1ccc(CN(C)C(=O)c2cc3ccccc3o2)cc1	-1.8	-8	57*	-2	-3	0.0	-9	.
CCOC(=O)n1c(=O)n(Cc2ccc(OC)cc2)c2ccccc21	0.4	19	0	-8	1	0.0	-3	-5
COc1ccc(S(=O)(=O)Cc2ccc(C(=O)N3CCN(c4cc(Cl)ccc4C)CC3)o2)cc1	-1.0	-9	1	3	.	-0.1	-17	-3
COc1cc(CN2C[C@@H](CO)O[C@@H](n3cnc4c(NC5CCC5)ncnc43)C2)cc(OC)c1OC	4.5	2	7	0	-2	0.3	-8	.
O=C(C[C@H]1CC[C@@H]2[C@H](COC[C@@H](O)CN2C(=O)Nc2ccc(F)cc2)O1)NCCc1ccncc1	-1.7	3	-1	3	2	0.7	-70	-5
O=C(COC(=O)/C=C/C(=O)OCC(=O)Nc1ccccc1F)Nc1ccccc1F	0.1	4	.	.	-4	0.0	-14	0
C[C@@H]1CCCCO[C@@H](CN(C)Cc2ccc(C(=O)Nc3ccccc3N)cc2)[C@@H](C)CN([C@H](C)CO)C(=O)c2cc(NC(=O)Nc3ccc(F)cc3)ccc2O1	-1.6	25	.	.	0	0.6	50	.
CCC(=O)N(C)C[C@H]1Oc2cc(-c3cncnc3)ccc2S(=O)(=O)N([C@@H](C)CO)C[C@@H]1C	-1.6	12	11	-2	7	-1.1	4	1
CC(=O)Nc1cccc(-c2nc3ccccc3[nH]2)c1	1.6	.	15	1	-1	-0.1	-4	1
C[C@@H]1CN([C@H](C)CO)S(=O)(=O)c2ccc(/C=C/c3ccccc3)cc2O[C@H]1CN(C)C(=O)Nc1ccc(F)cc1	4.8	-2	-1	-14	2	-0.7	21	29
CCNC(=S)Nc1ccc2c(c1)c(=O)n(C)n2Cc1cccc(C(F)(F)F)c1	-0.9	-11	2	-3	-8	0.5	-15	.
C[C@H](CO)N1C[C@H](C)[C@H](CN(C)CC2CCCCC2)OCc2cnnn2CCCC1=O	1.0	6	0	8	-3	-0.1	10	-4
CCOc1ccc2nc(COC(=O)c3ccncc3)c(C(=O)c3ccccc3)[n+]([O-])c2c1	-1.0	.	.	-12	0	-0.1	7	.
Fc1ccc(N2CCN(c3nnnn3-c3ccccc3)CC2)cc1	2.9	21	-5	-2	6	-0.1	-8	-5
CCCCN(CCCC)Cc1cc(=O)oc2cc(C)cc(C)c12	-1.1	-2	-4	-8	3	-0.1	-3	.
CCN1C/C(=C\c2cc(OC)c(OC)c(OC)c2)C2=NN(c3ccccc3)C(c3cc(OC)c(OC)c(OC)c3)C2C1 (stereo not given)	-3.8	-22	.	.	-2	0.1	-5	-19
COc1ccc(-n2c(C)cc(/C=N/Nc3nc(N4CCOCC4)nc(N4CCOCC4)n3)c2C)cc1	.	-6	.	.	1	0.2	-13	-4
C[C@H]1CN([C@@H](C)CO)C(=O)c2cc(C#Cc3ccccc3)cnc2O[C@@H]1CN(C)C(=O)CN(C)C	0.9	22	-2	-23	1	-0.3	36	10
CCN1[C@@H]2c3ccc(-c4ccc(F)cc4)c(=O)n3C[C@@H]2[C@@H](CO)[C@@H]1C(=O)NCc1ccncn1	1.8	-3	4	-2	3	0.0	-6	-1
Clc1ccc(-c2ccc(CNCc3ccccn3)o2)cc1	0.1	7	23	0	-3	0.2	2	73*
CO[C@@H]1CN(C)C(=O)c2ccc(NC(=O)Nc3ccc(Cl)cc3)cc2OC[C@H](C)N(C(=O)Nc2c(C)noc2C)C[C@H]1C	0.3	-16	3	-4	8	-0.3	-12	3
CCN(CC)c1ccc(/C=C2/SC(=O)N(C(C)C)C2=O)o1	.	-2	.	.	1	-0.1	-15	3
COc1ccccc1NC(=O)CN1CCN(c2ccc(F)cc2)CC1	-1.2	-5	-1	10	-2	0.0	19	-2
Brc1ccccc1C1=Nn2c(nnc2-c2ccco2)SC1	-1.6	.	.	5	.	-0.1	-12	0
O=C1N[C@@H](Cc2ccccc2)C(=O)N1CCN1CCOCC1	.	5	5	1	.	.	.	5
Cc1nc(N2CCOCC2)c2c(C)c(C(=O)Nc3ccccc3C(F)(F)F)sc2n1	2.1	.	1	-2	4	0.0	-2	0
O=C(COC(=O)C1CCN(S(=O)(=O)c2ccc3c(c2)OCCO3)CC1)NC1CCS(=O)(=O)C1 (stereo not given)	-1.3	7	-1	5	2	0.3	-15	-4
CCCNC(=O)C12CCC(C)(C(=O)O1)C2(C)C (stereo not given)	0.1	1	.	-23	.	0.1	-2	.
C[C@H](CO)N1C[C@H](C)[C@@H](CN(C)Cc2ccc(Oc3ccccc3)cc2)Oc2ccc(NS(=O)(=O)c3ccc(F)cc3)cc2C1=O	4.3	-17	-2	-16	0	-0.2	-33	-1
COC(=O)C1C(=O)C=C(Nc2ccc(F)cc2F)CC1c1ccc(OC)cc1 (stereo not given)	0.7	2	39	5	-2	0.0	-6	-10
C[C@@H]1CN([C@H](C)CO)C(=O)Cc2cc(NC(=O)CCCN(C)C)ccc2O[C@@H]1CN(C)CC1CCCCC1	-1.9	17	-3	0	13	0.2	6	-1
COc1ccc2c3c(n(C)c2c1)[C@@H](CO)N(Cc1ccc(F)cc1)CC31CN(C)C1	1.5	-11	.	.	-5	0.1	19	.
O=S(=O)(Cc1ccccc1)N1CCCCN2[C@H](C1)[C@H](c1ccc(-c3cccnc3)cc1)[C@@H]2CO	2.5	-28	-2	4	-2	0.3	10	-5
C#CCOCCOCCOCCNc1nc(N2CCN(C(=O)[C@H](CCCCN)n3cc([C@@H](N)[C@H](C)CC)nn3)CC2)nc(N2CCN(C(=O)[C@H](CCC(=O)O)n3cc([C@@H](N)CCCCN)nn3)CC2)n1	-1.1	6	-7	-12	0	0.0	45	-1
CCOc1ccc(-n2cc(C(=O)N3CCC(C)CC3)c3cc(OC)c(OC)cc3c2=O)cc1	.	3	9	0	8	.	12	.
Cc1ccccc1OCCOC(=O)c1nc2nccc(C)n2n1	0.0	6	5	2	-2	0.0	-24	-5
Cc1ccccc1/C=c1\s/c(=C\C(=O)C(C)(C)C)[nH]c1=O	.	-33	-1	-1	.	.	.	1
COc1ccccc1/C=C1/C(=O)ON=C1C	-0.6	-3	-3	-7	-2	0.0	-17	15

Brought forward from above: five compounds, then new ones.
SMILES	F508del corr	INS-1E GSIS act	esBAF inh	RAD54 branch	ERAP1 HTS inh	Xi reactivation	RAD52 anneal inh	ARNT-TACC3 inh
C#CCOCCOCCOCCNc1nc(N2CCN(C(=O)[C@H](CCCCN)n3cc([C@@H](N)[C@H](C)CC)nn3)CC2)nc(N2CCN(C(=O)[C@H](CCC(=O)O)n3cc([C@@H](N)CCCCN)nn3)CC2)n1	-1.1	6	-7	-12	0	0.0	45	-1
CCOc1ccc(-n2cc(C(=O)N3CCC(C)CC3)c3cc(OC)c(OC)cc3c2=O)cc1	.	3	9	0	8	.	12	.
Cc1ccccc1OCCOC(=O)c1nc2nccc(C)n2n1	0.0	6	5	2	-2	0.0	-24	-5
Cc1ccccc1/C=c1\s/c(=C\C(=O)C(C)(C)C)[nH]c1=O	.	-33	-1	-1	.	.	.	1
COc1ccccc1/C=C1/C(=O)ON=C1C	-0.6	-3	-3	-7	-2	0.0	-17	15
COCC#Cc1ccc([C@@H]2[C@H](CO)N3CCCCN(S(=O)(=O)c4ccccc4F)C[C@@H]23)cc1	2.5	-19	-7	-1	0	0.0	19	-3
Cc1noc(C)c1S(=O)(=O)Nc1ccc2c(c1)CC(=O)N([C@@H](C)CO)C[C@H](C)[C@H](CN(C)CC1CCCCC1)O2	0.9	-8	1	-11	1	0.1	1	-2
CCN(CCn1cccn1)C(=O)C1CCC(=O)N(CCN2CCOCC2)C1 (stereo not given)	-1.8	9	-2	0	-3	0.1	-9	-5
Nc1ccc(Nc2nc3ccccc3[nH]2)cc1	.	.	4	-1	-1	0.0	-9	-5
CCCc1c(C(=O)NNc2cccc(Cl)c2)cnn1-c1ccccc1	-0.5	2	.	.	.	0.2	-13	-1
COCC(=O)Nc1ccc2c(c1)[C@@H]1C[C@H](CC(=O)NCc3cccc(F)c3)O[C@H](CO)[C@@H]1O2	-1.3	3	-5	7	0	0.3	-9	-4
CCCC1=C(C(=O)OCC)C(c2cc(Cl)cc(OC)c2OCC(=O)OCC)NC(=O)N1 (stereo not given)	.	-24	-1	-2	.	.	.	-2
Cc1nn(-c2ccc(N3CCOCC3)nn2)c(C)c1CCC(=O)N1CCN(C)CC1	-2.4	-17	-2	3	-6	0.2	-4	4
CCCCn1nnnc1C(c1cc2ccccc2o1)N(C)Cc1ccc(Cl)c(Cl)c1 (stereo not given)	3.1	6	.	.	1	-0.1	-3	.
CC(NCC(O)c1ccc([N+](=O)[O-])cc1)C12CC3CC(CC(C3)C1)C2 (stereo not given)	1.5	1	4	9	.	0.0	-7	2

Gathered by group, the compounds so far containing two or more sulfur atoms
SMILES	F508del corr	INS-1E GSIS act	esBAF inh	RAD54 branch	ERAP1 HTS inh	Xi reactivation	RAD52 anneal inh	ARNT-TACC3 inh
Cc1ccc(N2C(=O)CC(Sc3cccs3)C2=O)cc1 (stereo not given)	0.0	-11	-9	.	.	0.1	2	-7
O=C(COC(=O)C1CCN(S(=O)(=O)c2ccc3c(c2)OCCO3)CC1)NC1CCS(=O)(=O)C1 (stereo not given)	-1.3	7	-1	5	2	0.3	-15	-4

The listing continues.
SMILES	F508del corr	INS-1E GSIS act	esBAF inh	RAD54 branch	ERAP1 HTS inh	Xi reactivation	RAD52 anneal inh	ARNT-TACC3 inh
CCOC(=O)c1ccc(-n2c(N)c(C(=O)NCc3ccco3)sc2=S)cc1	0.0	-5	6	0	1	.	6	11
C[C@H](CO)N1C[C@H](C)[C@@H](CN(C)S(C)(=O)=O)Oc2c(NC(=O)c3ccc(-c4nccs4)cc3)cccc2C1=O	-1.3	2	0	0	1	-0.1	4	1
O=C(O)c1cccc(-n2c(/C=C/c3ccc([N+](=O)[O-])cc3)nc3ccccc3c2=O)c1	-1.8	-5	-2	-6	3	0.0	-5	3
C=CCNc1sc(C(=O)C2CC2)c(N)c1C#N	.	65*	-8	-1	.	.	.	-7
C[C@@H]1CN([C@@H](C)CO)C(=O)c2cccc(NC(=O)C3CCCCC3)c2O[C@@H]1CN(C)CC1CC1	2.7	2	4	2	0	-0.9	-12	-3
O=C(NCCO)c1ccc(-c2ccc3nncn3c2)cc1	-1.4	-6	7	-2	0	-0.1	-18	.

3 records picked at random from those above:
SMILES	F508del corr	INS-1E GSIS act	esBAF inh	RAD54 branch	ERAP1 HTS inh	Xi reactivation	RAD52 anneal inh	ARNT-TACC3 inh
C[C@@H]1CN([C@@H](C)CO)C(=O)c2cccc(NC(=O)C3CCCCC3)c2O[C@@H]1CN(C)CC1CC1	2.7	2	4	2	0	-0.9	-12	-3
O=C(NCCO)c1ccc(-c2ccc3nncn3c2)cc1	-1.4	-6	7	-2	0	-0.1	-18	.
C=CCNc1sc(C(=O)C2CC2)c(N)c1C#N	.	65*	-8	-1	.	.	.	-7
